Source: PubChem BioAssay
NPY-Y1 PAM-ag: potentiates or activates human NPY-Y1 receptor. AID 1304. P25929. NPY-Y1 expressing cells, potentiator/agonist activation. activation, % at 3.6 µM. 220,000 tested, 0.37% active; in the data active means activation above about 33%, passing the limit was not always enough;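 further: cells stimulated with NPY at EC10 then isoproterenol at EC100; 0% = low agonist plus stimulus and 100% = saturating agonist plus stimulus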
S1P4 ag: activates the human S1P4 receptor | O95977 | S1P4-expressing cell line, agonist reporter assay | activation, % at 4.98 µM | 220,000 tested, 0.35% active | AID 1509; in the data active means activation above about 11%;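 further: 0% = DMSO vehicle and 100% = reference agonist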
Target sequence (O95977 whole entry, looked up): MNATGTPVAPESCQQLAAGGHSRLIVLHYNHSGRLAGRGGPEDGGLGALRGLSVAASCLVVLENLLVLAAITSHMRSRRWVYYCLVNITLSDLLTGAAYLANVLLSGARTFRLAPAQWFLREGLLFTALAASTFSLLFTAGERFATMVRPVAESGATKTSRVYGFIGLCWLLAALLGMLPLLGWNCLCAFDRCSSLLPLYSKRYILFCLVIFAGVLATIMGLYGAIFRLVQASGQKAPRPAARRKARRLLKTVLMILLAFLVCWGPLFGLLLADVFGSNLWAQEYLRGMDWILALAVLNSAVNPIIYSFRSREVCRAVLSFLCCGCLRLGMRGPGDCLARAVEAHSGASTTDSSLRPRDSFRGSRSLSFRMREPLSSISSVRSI
RBBP9 inhibitor: human RBBP9 hydrolase inhibition; O75884; recombinant RBBP9, FP-Rh probe fluorescence polarization; inhibition, % at 7.94 µM; 220,000 tested, 0.2% active;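 active means inhibition above the campaign mean of all tested compounds plus 3 SD, cut at about 14% in these data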;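 further: plate controls were DMSO wells with RBBP9 for no effect and wells lacking RBBP9 protein for full effect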
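System: RBBP9 protein / Buffer or medium: Tris/NaCl buffer pH 8.0 with 0.1% Pluronic / Probe or stimulus: Serine-hydrolase probe FP-Rh, 375 nM pre-mixing / Dosing: 7.94 µM single dose, 0.794% DMSO / Times: enzyme-compound preincubation 30 min, then probe labeling 45 min, 25 °C / Technique: fluorescence polarization (mP), excitation 525 nm, emission 598 nm / Replication: singlicate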
S1P4 antagonist: blocks the human S1P4 receptor; S1P4-expressing cells, antagonist mode, reporter read-out; AID 1510; 220,000 tested, 0.26% active; inhibition, % at 4.98 µM; in the data active means inhibition above about 29%;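 further: 0% = wells stimulated with agonist and 100% = vehicle wells without agonist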
BaF3 parental: reduces parental Ba/F3 cell viability, JAK2V617F counter-screen. inhibition, % at 5.6 µM. CellTiter-Glo ATP luminescence. 220,000 tested, 1.1% active;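 active means inhibition above a per-campaign cutoff, the mean inhibition of all tested compounds plus 3 SD, cut at about 27% in these data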;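 further: 0% = DMSO wells and 100% = JAK Inhibitor I control wells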
NPY-Y2 PAM-ag: potentiators or agonists of human neuropeptide Y receptor Y2. 220,000 tested, 0.45% active. P49146. AID 1359. cells expressing NPY-Y2, potentiator/agonist read-out. activation, % at 3.6 µM; in the data active means activation above about 27%;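 further: cells stimulated with NPY near EC25 plus isoproterenol at EC100; 0% = vehicle plus submaximal agonist and 100% = vehicle plus saturating agonist; some results beyond the cut were filed as inactive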
NPY Y1 blocker: NPY-Y1 (human) receptor antagonism. P25929. HEK293-CNG Y1 cells, membrane potential fluorescence; NPY at EC95, then isoproterenol. inhibition, % at 3.6 µM. 200,000 tested, 1% active. AID 1040;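 active means inhibition above the campaign mean inhibition of all tested compounds plus 3 SD, cut at about 20% in these data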;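 further: 0% = DMSO wells given NPY plus isoproterenol and 100% = isoproterenol alone without NPY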
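Assay system: HEK293 cells with Y1 receptor plus CNG channel | Probe or stimulus: NPY (25 nM), isoproterenol (1 µM), Ro 20-1724 (25 µM) | Timing: Compound incubation 1 h at room temperature, readout 45 min post-stimulation | Measured by: Membrane-potential fluorescent dye readout | Benchmarks: High control isoproterenol alone, low control NPY with isoproterenol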
Ba/F3 V617F tox: reduce viability of Ba/F3 cells dependent on JAK2V617F. Ba/F3 EpoR-JAK2V617F viability, ATP luminescence. inhibition, % at 5.6 µM. 220,000 tested, 1.1% active. AID 1446;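 active means inhibition above the campaign mean plus 3 SD over all tested compounds, cut at about 24% in these data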;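 further: cytokine-independent growth of Ba/F3 cells driven by EpoR plus mutant JAK2; 0% = DMSO-treated cells and 100% = JAK inhibitor I control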
Runt-CBFb FRET: blocks binding of human RUNX1 Runt domain to CBFb; Cerulean-Runt/Venus-CBFb FRET ratio 530/480, 1 h; AID 1496; inhibition, % at 20 µM; 220,000 tested, 0.46% active; Q01196+Q13951;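 active means inhibition over about 50% at 20 µM in the single-dose screen, limit read from the data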;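 further: 0% = DMSO wells and 100% = excess unlabeled CBFb competitor control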
Target sequence (Q01196 whole entry, looked up, the tested form may be a part): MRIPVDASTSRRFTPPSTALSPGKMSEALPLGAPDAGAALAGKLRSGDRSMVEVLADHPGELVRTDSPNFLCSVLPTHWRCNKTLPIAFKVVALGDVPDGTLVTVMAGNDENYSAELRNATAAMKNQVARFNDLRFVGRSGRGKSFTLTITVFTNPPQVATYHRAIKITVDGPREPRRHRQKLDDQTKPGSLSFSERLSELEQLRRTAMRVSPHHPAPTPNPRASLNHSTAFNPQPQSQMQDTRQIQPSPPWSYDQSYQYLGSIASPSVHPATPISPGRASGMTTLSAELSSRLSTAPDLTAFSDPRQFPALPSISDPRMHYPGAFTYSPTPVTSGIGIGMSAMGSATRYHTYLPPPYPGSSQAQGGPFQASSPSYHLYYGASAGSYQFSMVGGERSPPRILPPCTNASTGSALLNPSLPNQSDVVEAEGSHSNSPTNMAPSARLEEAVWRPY
Target sequence (Q13951 whole entry, looked up, the tested form may be a part): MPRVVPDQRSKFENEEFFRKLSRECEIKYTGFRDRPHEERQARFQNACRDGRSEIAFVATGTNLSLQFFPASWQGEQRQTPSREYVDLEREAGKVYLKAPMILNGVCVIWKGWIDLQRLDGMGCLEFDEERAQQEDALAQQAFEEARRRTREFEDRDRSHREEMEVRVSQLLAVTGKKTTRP
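Doses: 20 µM compound in 1% DMSO | Material: Cerulean-labeled Runt domain protein | Amount: Each fluorescent fusion protein 100 nM | Schedule: Two 1 h room-temperature incubations shielded from light | Measured by: FRET fluorescence | Evaluation: Loss of energy transfer signal | Controls: Unlabeled CBFb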
* marks the source's active call; other numbers are inactive results; · = no result given.

SMILES	NPY-Y1 PAM-ag	S1P4 ag	RBBP9 inhibitor	S1P4 antagonist	BaF3 parental	NPY-Y2 PAM-ag	NPY Y1 blocker	Ba/F3 V617F tox	Runt-CBFb FRET
CCCc1cc(-c2n[nH]c(=S)n2CC)c2ccccc2n1	-1	0.3	-6	-18	2	-8	3	-3	0
O=C(NC(NCCCN1CCOCC1)(C(F)(F)F)C(F)(F)F)C1CCCCC1	1	0.0	-1	12	1	11	-1	0	-2
O=C(O)CSc1ccc(Oc2ccc(SCC(=O)O)cc2)cc1	-16	-1.0	-3	-16	8	-16	1	4	·
COc1cccc(CNc2nn[nH]n2)c1OC	-4	-1.8	0	-2	4	-25	7	-1	0
Cc1ccc(-c2n[nH]c(=S)n2/N=C/c2ccncc2)cc1	-5	2.2	7	-16	5	-12	0	1	7
Cc1ccc(S(=O)(=O)Cn2nnnc2CN2CCCC3(CCCCC3)C2)cc1	-7	1.9	-3	-12	5	-12	-3	3	-2
CCCCNc1nc(-c2ccccc2)c(C(=O)OCC)cc1C#N	-33	0.9	-7	-18	-2	-25	7	-6	-4
COc1cc(C(=O)Nc2nc(-c3cc(C)ccc3C)c(C)s2)ccc1OCC(=O)Nc1ccc(F)cc1	8	-0.6	-1	-7	7	1	3	2	1
CCc1nc(SCC(=O)Nc2ccc3c(c2)OCCO3)c2oc3ccccc3c2n1	2	-2.5	-12	-8	6	1	6	1	-4
CCCCCCCCn1c(N2CCN(c3cccc(Cl)c3)CC2)nc2c1c(=O)[nH]c(=O)n2C	-11	0.1	2	-9	4	5	-3	-4	0
Cc1c(NS(=O)(=O)c2ccc3[nH]c(=O)[nH]c3c2)c(=O)n(-c2ccccc2)n1C	-1	1.8	4	-5	1	-2	5	-4	-1
Cc1ccc(C(=O)n2nc(-n3cccc3)c3c(C)cc(C)nc32)cc1	29	0.9	-2	-20	4	57*	-5	-2	-2
COC(=O)CSc1nc(N)c(C#N)c(-c2ccco2)c1C#N	-11	0.1	-3	-13	5	3	10	1	3
COc1ccc(NC(=O)c2ccc(NC(=O)CN(C)CC(=O)Nc3c(C)cccc3C)cc2)cc1	22	0.3	-4	0	0	12	·	-4	-3
C/C(=N\Nc1nc(C)cc(C)n1)c1ccc(C)o1	-5	-1.0	6	0	2	-18	·	0	0
COc1ccc(-n2c(SCC(=O)OC(C)C)nnc2-c2ccccn2)cc1	3	0.1	3	8	-1	7	5	-5	2
Cc1nc(N)nc(Nc2ccc(Cl)cc2)c1Br	18	1.2	-6	-4	9	16	0	2	0
COc1ccc(NC(=O)CSC2=NCCN2)cc1	21	0.7	10	-22	-2	1	-5	-2	1
Cc1ccc(-c2nnnn2C2C/C(=N\NC(N)=S)C3OCC2O3)cc1 (configuration not stated)	17	3.0	-6	-16	2	11	0	-3	1
O=S(=O)(c1ccccc1)N1CCN=C1SCc1ccccc1Cl	9	2.5	6	13	-2	4	5	-3	-3
Cc1ccc(-c2oc3ccccc3c(=O)c2OCC(=O)O)cc1	10	-1.8	4	-20	-3	6	-3	-2	-3
COC(=O)[C@H](C)NC(=O)Nc1ccc(OC)c(OC)c1	8	-0.8	4	0	-1	6	2	-2	-1
COC(=O)C1=C(C)NC(=O)NC1c1ccc([N+](=O)[O-])o1 (configuration not stated)	5	1.4	-5	-5	3	7	8	-1	1
COc1ccc(C(=O)Nc2ccccc2Cc2ccccc2)c(OC)c1	-1	-0.6	-3	-22	8	-11	6	0	-3
Cn1c(=O)c2c(nc(OCc3ccccc3)n2C)n(C)c1=O	-20	2.7	-4	-9	0	3	-5	-2	4

Three neighbouring entries from above, for reference:
SMILES	NPY-Y1 PAM-ag	S1P4 ag	RBBP9 inhibitor	S1P4 antagonist	BaF3 parental	NPY-Y2 PAM-ag	NPY Y1 blocker	Ba/F3 V617F tox	Runt-CBFb FRET
COC(=O)C1=C(C)NC(=O)NC1c1ccc([N+](=O)[O-])o1 (configuration not stated)	5	1.4	-5	-5	3	7	8	-1	1
COc1ccc(C(=O)Nc2ccccc2Cc2ccccc2)c(OC)c1	-1	-0.6	-3	-22	8	-11	6	0	-3
Cn1c(=O)c2c(nc(OCc3ccccc3)n2C)n(C)c1=O	-20	2.7	-4	-9	0	3	-5	-2	4

The listing continues.
SMILES	NPY-Y1 PAM-ag	S1P4 ag	RBBP9 inhibitor	S1P4 antagonist	BaF3 parental	NPY-Y2 PAM-ag	NPY Y1 blocker	Ba/F3 V617F tox	Runt-CBFb FRET
O=Cc1[nH]c2ccccc2c1N(C(=O)CCl)c1ccc([N+](=O)[O-])cc1	37	-0.1	-3	-8	-2	32	·	-2	-5
O=C(NCCCN1CCN(CCCNC(=O)c2cc([N+](=O)[O-])ccc2Cl)CC1)c1cc([N+](=O)[O-])ccc1Cl	5	-0.9	-7	-9	6	-5	1	5	-5
O=C(N/N=C/c1ccco1)c1cc(-c2ccc(Cl)cc2)n[nH]1	1	-0.5	-3	2	0	3	·	-2	1
COCCn1nnnc1C(c1cccs1)N1CCN(c2ccccc2)CC1 (configuration not stated)	5	1.2	-6	-12	2	3	1	1	-1
CCOC(=O)C1=C(C)N=C2SCCC(=O)N2C1c1cc(Br)ccc1OC (configuration not stated)	-13	2.5	3	-13	1	-4	2	-4	·
Fc1cccc(CN2CCN(Cc3nc(-c4cnccn4)no3)CC2)c1	0	-2.4	5	-20	7	-2	4	3	0
COC(=O)c1cc2ccsc2n1CC(=O)NCC1CCCO1 (configuration not stated)	8	0.8	0	-16	2	1	-3	-3	·
CN(C(=S)Nc1ccccc1F)C1(c2ccccc2Cl)CCCCC1=O (configuration not stated)	9	-1.8	0	-11	8	-13	-3	1	0
O=C(NCc1ccccn1)Nc1ccc(F)cc1	-2	0.3	-3	-16	4	5	-12	6	-1
Cc1cccc(N(CC(=O)NCc2ccco2)C(=O)CCC(=O)Nc2ccccn2)c1	13	2.0	6	-18	4	4	2	-4	0
Cc1cc(C)cc(N(CC(=O)Nc2cccc(C)n2)S(=O)(=O)c2c(C)noc2C)c1	-8	1.0	-6	-8	3	-2	14	-1	-5
CN(C)CCOC(=O)C12CC3CC(CC(C3)C1)C2	-26	-1.6	6	-9	3	5	-1	-2	-2
Cc1ccc(CN2CCN(Cc3c[nH]c4ccccc34)CC2CCO)o1 (configuration not stated)	4	0.6	-4	3	1	-1	-4	-3	1
CSc1ccc(/C=C/C(=O)c2ccc(NC(=O)C(C)C)cc2)cc1	-6	1.0	-17	-2	0	-5	1	-4	-14
CC1CCc2sc(C(=O)NN)cc2C1 (configuration not stated)	-8	0.9	-3	-18	6	-5	2	2	2
O=C(CCN1C(=O)COc2ccccc21)NCCN1CCN(c2ccccc2F)CC1	3	0.3	-3	0	2	-2	-1	-5	1
Cn1cc(CN2C[C@H]3CC[C@H]2C3)c(-c2ccccc2F)n1	-1	2.3	-1	-21	31*	1	6	55*	-2
CN(C)S(=O)(=O)c1cc(NC(=O)CSc2ncc(C(F)(F)F)cc2Cl)ccc1Cl	-37	-0.3	-11	-5	-1	6	12	-1	0
O=C(Cn1c(C(=O)NCc2ccco2)cc2sccc21)c1ccccc1	-8	1.5	-7	-12	4	-7	7	2	1
COc1ccc(-c2csc(Nc3ccc(O)cc3)n2)cc1	32	6.0	0	7	6	27	-3	66*	10
Nc1ncnc2nc(SCCC(=O)O)[nH]c12	4	1.7	-2	-16	-1	-3	·	-4	3
Cn1cc(-c2nnnn2-c2cccc(C(F)(F)F)c2)c(C(F)(F)F)n1	-14	-1.5	-4	-20	3	-10	4	-1	-4
N#C/C(=C/c1ccc(N2CCCCC2)o1)C(=O)NCCc1c[nH]c2ccccc12	-22	1.4	7	-20	8	-1	4	2	15
Cc1cccc(C)c1NC(=O)C1c2cccc[n+]2CC(=O)N1Cc1ccc2c(c1)OCO2 (configuration not stated)	-13	1.9	-7	-21	1	-12	1	3	1
COc1cc(/C=N/n2nnnc2N)ccc1O	2	-0.4	-8	-8	6	-8	2	5	6
Remaining list, next part:
SMILES	NPY-Y1 PAM-ag	S1P4 ag	RBBP9 inhibitor	S1P4 antagonist	BaF3 parental	NPY-Y2 PAM-ag	NPY Y1 blocker	Ba/F3 V617F tox	Runt-CBFb FRET
COc1ccc(/C=C2/NC(=O)N(Cc3ccccc3F)C2=O)cc1OC	-20	2.6	-7	-7	1	5	2	0	-1
CCn1c(/C=N/n2cnnc2)nc2ccccc21	14	-1.1	2	-4	5	-2	9	-1	2
Cc1cc(NS(=O)(=O)c2ccc(NC(=O)c3cc4ccccc4o3)cc2)no1	-3	1.2	-8	-37	4	8	2	0	-2
CCOc1ccc(C(=S)N2CCN(C)CC2)cc1	-10	0.4	-6	-15	10	-6	5	1	45
COc1ccc(OCC(=O)N2CCN(c3cccc(C(F)(F)F)c3)CC2)cc1	72*	-0.7	-5	-5	-2	100*	2	-1	-5
NC(=O)C1CCN(C(=O)c2ccc(Oc3ccccc3)cc2)CC1	-34	-0.8	-14	-13	5	-14	-4	5	4
O=C(CC(=O)N/N=C\c1cccc(Cl)c1Cl)NCc1ccccc1	-12	0.1	4	-21	4	-19	-1	-1	-1
O=C(CSc1ccc2ccccc2c1)Nc1nc2ccccc2[nH]1	-34	-0.4	-9	-13	7	0	8	2	0
Cc1cccc(-n2nc3c(c2NC(=O)c2ccco2)CS(=O)C3)c1C (configuration not stated)	7	1.6	2	3	0	8	-2	-1	1
CCc1c(C(=O)N2CCOCC2)csc1C	-19	-1.8	-4	-1	-1	-2	2	-1	1
Cc1nnc(C)c2c(C)n(-c3ccccc3N)c(C)c12	-14	2.3	-7	-20	0	7	5	0	7
CN1CCN(C(=S)Nc2ccc(Cl)cc2Cl)CC1	1	0.3	-5	-7	6	15	-3	-2	3
Cc1ccc(C)c(NS(=O)(=O)c2ccc(NC(=O)c3ccco3)cc2)c1	-4	1.7	-10	-11	1	-5	1	2	-1
Cc1nn(-c2ccccc2)c2nc(-c3ccco3)cc(C(=O)O)c12	4	1.2	-6	-17	5	4	10	2	22
N/C(COc1ccccc1)=N\NC(=O)c1cccnc1Oc1ccccc1	20	-1.0	-1	-9	2	1	12	-4	0
CC(C)OC(=O)C[N+](C)(C)CCN1C(=O)C2C(c3ccccc3)C=CC(c3ccccc3)C2C1=O (configuration not stated)	-9	0.3	-1	-6	-1	10	4	-2	0
CSc1ccccc1NC(=O)c1c(C)noc1C	-31	-1.0	-10	-7	-2	-4	1	-4	0
CC(C)OP(=O)(OC(C)C)C(Nc1ccccc1)c1cccnc1 (configuration not stated)	13	-0.3	-1	-4	-1	5	·	0	-1
COc1ccc(OCCCC(=O)NCC(C)C)cc1	-4	0.3	-2	-8	6	-15	-6	5	3
O=C(CCn1c(=S)[nH]c2ccccc2c1=O)NCC1CCCO1 (configuration not stated)	-14	-3.2	1	-2	-1	-10	3	-3	0
CCCCOc1ccc(-c2cc(C(F)(F)F)c(C#N)c(SCC(=O)O)n2)cc1	-16	0.9	-1	3	1	22	1	-1	-36
COc1ccc(CSc2ncn[nH]2)cc1[N+](=O)[O-]	-11	1.2	-8	-12	3	-15	3	0	2
